Wnt act – Wnt/beta-catenin pathway activation; hit rate 1.2% among 300,000; Wnt/beta-catenin reporter cell assay, activator, plate reader; activation, % at 9.35 µM; in the data active = activation above about 30%, passing the limit was not always enough;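 note: 0% = neutral control wells and 100% = positive control wells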
dFosB activator – enhances mouse delta FosB homodimer DNA binding. P13346. purified delta FosB, TAMRA-CDK5 oligo fluorescence polarization; percent of positive-control signal above neutral wells. activation, % at 25 µM. hit rate 0.99% among 340,000;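 active = mean activation above about 17%, with every replicate also reaching it, limit read from the data, passing the limit was not always enough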;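 note: fluorescence polarization rise as delta FosB binds a TAMRA Cdk5 AP-1 oligo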
Target sequence (P13346 whole entry, looked up): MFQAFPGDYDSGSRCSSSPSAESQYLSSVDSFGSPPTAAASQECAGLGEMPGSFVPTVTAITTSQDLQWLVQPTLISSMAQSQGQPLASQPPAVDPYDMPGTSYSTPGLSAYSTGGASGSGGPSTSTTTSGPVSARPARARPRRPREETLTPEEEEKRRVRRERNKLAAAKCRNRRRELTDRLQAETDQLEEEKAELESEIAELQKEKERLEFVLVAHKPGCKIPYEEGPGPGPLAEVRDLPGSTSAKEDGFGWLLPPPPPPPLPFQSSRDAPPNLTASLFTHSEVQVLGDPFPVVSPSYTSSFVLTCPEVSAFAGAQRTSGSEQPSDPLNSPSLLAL
HTR5A ag – counter-screen for OPRM1-OPRD1 agonists: human HTR5A agonism. hit rate 0.61% among 340,000. activation, % at 9.3 µM. HTR5A agonist assay, luminescence, cell-based. P47898; in the data active = activation mostly above about 9.5%, no sharp cut-off; inactive = mostly below about 7.6%;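 note: 0% = cells with vehicle only and 100% = reference agonist; strong numbers were not always called active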
PvdQ acylase – P. aeruginosa PvdQ acylase inhibition | purified PvdQ acylase, fluorescence plate reader | inhibition, % at 10 µM | hit rate 0.063% among 340,000 | AID 488965; in the data active = inhibition above about 30%, passing the limit was not always enough;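 note: 0% = vehicle neutral wells and 100% = reference inhibitor wells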
cardiac RTF act – cardiac RTF calcium sensitization | hit rate 0.24% among 340,000 | AID 493008 | activation, % at 7.2 µM | P19429+P45379 | IANBD-labeled TnC RTF fluorescence at EC20 calcium; 0% EC20 calcium, 100% full calcium;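 active = activation above the mean over all tested compounds plus 3 SD, cut at about 30% in these data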;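 note: rise in fluorescence read as greater calcium sensitivity of cardiac thin filaments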
SR-BI DiI inh – mouse SR-BI HDL lipid transfer inhibition; ldlA[mSR-BI] CHO cells, DiI-HDL uptake fluorescence, 3 h; inhibition, % at 12.5 µM; hit rate 0.96% among 320,000; AID 488896;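 active = mean replicate inhibition of at least 70% and a set share of replicates each scoring 70 or more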;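 note: 0% = median of neutral control wells and 100% = median of positive control wells; values of inactives mirror those of a sister screen read the other way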
CDK5 p35 inh – inhibitors of human CDK5/p35 kinase; Recombinant CDK5/p35, ADP-Glo luminescence, 60 min; inhibition, % at 10 µM; hit rate 0.01% among 330,000; AID 488839;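 active = highest replicate inhibition of at least 50% and at least 75% of replicates reaching 50%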;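 note: plate controls were DMSO neutral control for no effect and GW8510 at 10 µM for full effect; many of its hits are not listed in these tables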
MITF TRPM1 HTS – activators of MITF-driven TRPM1 promoter activity in SK-MEL-5 cells; SK-MEL-5 TRPM1-promoter luciferase, 24 h; % of positive control, neutral wells = 0; activation, % at 12.5 µM; hit rate 0.75% among 300,000; AID 588334;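 active = mean activation of at least 80% with every replicate also reaching 80%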;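 note: 0% = neutral control wells and 100% = parthenolide positive control wells; values of inactives mirror those of a sister screen read the other way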
Rtt109 HAT inh – C. albicans Rtt109 histone acetyltransferase inhibition; inhibition, % at 34.9 µM; AID 540336; hit rate 0.16% among 330,000; purified Rtt109/Vps75, ThioGlo CoA-SH fluorescence, 4 h; Q5AAJ8;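 active = inhibition of at least 50% in every replicate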
Target sequence (Q5AAJ8 whole entry, looked up): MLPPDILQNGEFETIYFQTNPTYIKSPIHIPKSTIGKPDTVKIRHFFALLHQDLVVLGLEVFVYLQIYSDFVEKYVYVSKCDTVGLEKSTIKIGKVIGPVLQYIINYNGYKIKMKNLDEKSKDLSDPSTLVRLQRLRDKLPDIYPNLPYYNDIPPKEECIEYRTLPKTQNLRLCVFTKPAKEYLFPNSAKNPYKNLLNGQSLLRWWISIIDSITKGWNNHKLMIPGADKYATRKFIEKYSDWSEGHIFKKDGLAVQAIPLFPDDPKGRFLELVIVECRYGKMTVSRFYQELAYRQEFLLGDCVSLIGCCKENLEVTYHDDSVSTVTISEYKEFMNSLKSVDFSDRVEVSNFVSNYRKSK
SR-BI uptake up – activators of SR-BI mediated HDL lipid uptake; hit rate 0.096% among 320,000; activation, % at 12.5 µM; CHO ldlA[mSR-BI] cells, DiI-HDL uptake fluorescence, 3 h; 100 = double the neutral-control signal;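 active = mean replicate activation of at least 60% and every replicate at or above 60%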;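 note: 0% = median plate neutral-control signal and 100% = twice that signal; values of inactives mirror those of a sister screen read the other way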
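system = CHO ldlA[mSR-BI] cells, LDL receptor-null, SR-BI overexpressing | medium = Ham's F12 with 0.5% BSA, HEPES 25 mM, pH 7.4 | probe or stimulus = DiI-HDL 10 µg/mL | compound dosing = single-point compound dose | incubation = compound exposure 3 h, 37 °C | technique = DiI fluorescence, bottom read | read-out = cell-associated DiI fluorescence as measure of HDL uptake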
The depositor's hits bear a star; · = no result given. Rows are unselected; about 4.4% have a hit in one of these screens.

SMILES	Wnt act	dFosB activator	HTR5A ag	PvdQ acylase	cardiac RTF act	SR-BI DiI inh	CDK5 p35 inh	MITF TRPM1 HTS	Rtt109 HAT inh	SR-BI uptake up
CS(=O)(=O)N1CCN(c2nc3ccc(Cl)cc3s2)CC1	16	4	-1	2	-4	8	-0.4	·	8	-8
COC(=O)c1ccc(CSc2nnc(-c3ccccc3)n2C)o1	0	1	-3	-2	3	-10	-1.9	4	-4	10
COC(=O)CC1COc2ccccc2N1C(=O)/C=C/c1ccccc1 (configuration not stated)	0	-3	2	7	-5	15	1.7	16	-9	-15
COC(=O)c1ccc(C(=O)OC)c(NC(=O)CSc2nnc(-c3ccccc3Cl)o2)c1	·	-5	-1	-1	5	-1	-0.2	-4	0	1
C/C(=N\NC(=O)c1nnn(-c2nonc2N)c1CSc1ccccc1)c1ccco1	0	38*	1	-3	0	12	3.0	0	-9	-12
CC(=O)Nc1ccc(C=NNC(=O)CCCC(=O)NN=Cc2ccc(NC(C)=O)cc2)cc1	0	3	-3	7	-2	13	-4.3	5	-6	-13
CCOC(=O)C1CCCN(Cc2ccccc2C)C1 (configuration not stated)	·	8	3	-9	2	-16	0.2	2	8	16
Cc1ccccc1/C=C1\SC(=S)N(/N=C/c2cc([N+](=O)[O-])ccc2O)C1=O	2	-4	7	2	-9	7	0.0	-16	·	-7
NC(=O)c1nsc(C(=O)N(CC(=O)NCc2ccc(F)cc2)Cc2ccco2)c1N	·	-3	-5	5	0	14	0.1	-1	2	-14
Cc1ccc(S(=O)(=O)NNC(=O)Cc2cccn2C)cc1	-1	-2	4	-12	9	-16	-1.8	8	7	16
COc1ccc(C(=O)N2CCCC(CNC(=O)c3ccc(F)cc3)C2)cc1OC (configuration not stated)	-1	0	5	-15	-2	-26	·	12	-1	26
CC(=O)C[C@@H](O)CC(=O)[C@@H]1OC(=O)[C@@H](C)CCCCc2ccccc21	-1	-4	1	-17	-4	5	0.0	-1	5	-5
Cc1cc(C(=O)N2CCN(c3ccc(F)cc3)CC2)on1	3	-3	1	-13	0	-11	-1.2	·	-2	11
COC(=O)c1c(O)cc(C(C)(C)C)n(-c2ccc(F)cc2)c1=O	12	-2	10	16	-5	7	1.7	-6	13	-7
Cc1c(S(=O)(=O)N2CCN(c3cccc(Cl)c3)CC2)c(=O)n(C)c(=O)n1C	-2	5	4	-13	-2	-5	-1.0	2	-2	5
CCCn1nc(C(=O)NNC(=O)c2cc(S(=O)(=O)NC)ccc2Br)c2ccccc2c1=O	-3	-6	-8	0	6	9	0.0	4	-1	-9
Cc1nn(CC(=O)Nc2ccc(C(C)C)cc2)c(C)c1[N+](=O)[O-]	3	-3	1	-14	-2	·	-2.3	6	-12	·
C/C(=C(\C#N)C(=O)NCCN1CCOCC1)N(C)C	0	2	2	3	9	4	5.6	-3	10	-4
CC1Cc2c([nH]c3ccccc23)C2c3ccccc3CN12 (configuration not stated)	4	-23	0	-16	5	-9	2.9	·	4	9
COc1cccc(NC(=S)N2CCn3c(nc4ccccc43)C2)c1	-5	-9	·	2	8	2	1.7	4	-4	-2
COc1ccc(NS(=O)(=O)c2cc3c(cc2C)N(C(C)=O)CCO3)cc1	-1	-7	4	-8	8	19	2.9	-1	2	-19
C=CCC(NCc1ccccc1)c1ccc(Cl)cc1 (configuration not stated)	-3	5	-3	-2	6	11	-0.4	-7	-5	-11
CCOc1c(OC)cccc1C1CC(=O)Nc2cc3c(cc21)OCCO3 (configuration not stated)	-3	1	3	-13	2	-29	-1.3	·	-17	29
S=c1c2[nH]cnc2ncn1CCSc1ncnc2nc[nH]c12	-3	4	-7	-8	0	1	-0.9	·	2	-1

Reformatted: two of the compounds above.
Order of values – Wnt act, dFosB activator, HTR5A ag, PvdQ acylase, cardiac RTF act, SR-BI DiI inh, CDK5 p35 inh, MITF TRPM1 HTS, Rtt109 HAT inh, SR-BI uptake up
CC1Cc2c([nH]c3ccccc23)C2c3ccccc3CN12 (configuration not stated)
    4, -23, 0, -16, 5, -9, 2.9, ·, 4, 9
COc1cccc(NC(=S)N2CCn3c(nc4ccccc43)C2)c1
    -5, -9, ·, 2, 8, 2, 1.7, 4, -4, -2

The list goes on.
SMILES	Wnt act	dFosB activator	HTR5A ag	PvdQ acylase	cardiac RTF act	SR-BI DiI inh	CDK5 p35 inh	MITF TRPM1 HTS	Rtt109 HAT inh	SR-BI uptake up
CCCN(CC(=O)Nc1ccccc1C)C(=O)C1CC(=O)N(c2ccccc2OCC)C1 (configuration not stated)	-6	4	-3	-10	0	1	-1.6	-9	2	-1
S=C(c1ccc(Br)cc1)N1CCN(Cc2ccccc2)CC1	-3	-2	1	-12	4	21	0.7	-5	4	-21
Cc1ccc(C)c(CN2C(=O)c3ccccc3S(=O)c3ccc(C(=O)NCCCN4CCCC4)cc32)c1 (configuration not stated)	-3	25*	3	-21	4	-12	0.9	-17	2	12
Clc1ccc(OCCN2CCOCC2)cc1	-2	2	0	-5	-6	-16	-1.1	54	-3	16
Cc1cccc(-c2oc3ccccc3c2-c2ccc3c(c2)OCO3)c1	-5	-1	-5	-10	0	39	1.7	9	-1	-39
CC1CCc2sc(C(=O)NC(C)C3CCCO3)cc2C1 (configuration not stated)	2	-6	2	-9	-1	-4	-0.3	30	0	4
CCc1noc(C)c1C(=O)Nc1cc(S(=O)(=O)N2CCCCC2)ccc1N(C)C	0	-3	1	2	-2	30	-0.2	-1	8	-30
COc1ccc(Cl)cc1NC(=O)Cn1c(NCCO)nc2ccccc21	-2	2	·	16	-5	16	-0.9	-4	-3	-16
COc1ccc(C(CNC(=O)c2sccc2C)N2CCOCC2)cc1 (configuration not stated)	5	-7	-2	-10	0	-16	0.5	51	-10	16
C=CCn1c(O)c(N=NC(=O)CNC(=O)/C=C/c2ccco2)c2ccccc21	·	-5	-6	-9	-7	-13	2.1	9	-6	13
S=C(NCc1cccs1)Nc1ccc(Cl)cc1	8	-2	2	13	-6	-42	-1.3	-4	0	42
COc1ccc(-n2ncc(N(C)n3cccc3)c(Cl)c2=O)cc1	·	-5	-1	-6	0	-6	-0.5	54	-18	6
O=C(NC1CCCC1)C(c1ccccn1)N(C(=O)c1csnn1)C1CCCC1 (configuration not stated)	·	-3	2	3	6	0	0.7	·	8	0
COc1ccc(NC(=O)Cc2ccc(C)c(C)c2)cc1Cl	-2	3	-2	5	-2	-5	0.4	10	4	5
COc1ccc(S(=O)(=O)N2CCN(C)CC2)c(C)c1	-1	1	4	-5	-2	7	0.3	-7	8	-7
COc1cc(OC)c2c(-c3cccc(-c4ccc(C(F)(F)F)cc4)c3)cc(=O)oc2c1	-3	-2	4	13	-8	6	-2.0	-27	0	-6
O=C(Nc1ccccc1C(=O)N1CCOCC1)c1ccc([N+](=O)[O-])cc1	-4	-1	3	-5	-5	-7	0.8	7	-5	7
O=C(CSc1ccc(F)cc1)NC1CCCCC1	-6	-7	4	-9	-3	-37	-1.1	43	·	37
Cc1cc(C)n(CCc2nc(-c3ccco3)cs2)n1	-2	1	-2	-9	-2	-12	0.2	-1	9	12
CC1CCCC(NC(=O)COC(=O)/C=C/c2ccc([N+](=O)[O-])cc2)C1C (configuration not stated)	0	11	9	-5	-2	0	0.6	-5	2	0
CCOC(=O)C1CCN(C(=O)C(=O)Nc2ccc3nc4n(c(=O)c3c2)CCCCC4)CC1	3	-7	0	12	-3	-5	0.1	·	3	5
COC(=O)N/N=C/c1cc(N=Nc2ccccc2Cl)ccc1O	-2	3	-8	-4	-6	14	-0.6	63	2	-14
CCn1c(Cn2nnc(-c3ccccc3)n2)nnc1SCC(=O)N1CCOCC1	·	-11	-2	4	3	10	0.7	·	9	-10
O=S(=O)(c1cccc(NC(=S)Nc2ccc(Br)cc2Cl)c1)N1CCOCC1	-2	-7	-1	-13	-1	45	2.0	-7	4	-45
COc1ccc(C2CC(c3ccccc3OC(C)=O)=NN2C(=O)/C=C/c2ccccc2)cc1OC (configuration not stated)	·	-7	2	-12	0	-1	-0.4	2	1	1
CCOc1ccc(C(Nc2ccc(C)cc2)P2(=O)OCC(C)(C)CO2)cc1 (configuration not stated)	·	11	1	0	1	6	0.7	2	0	-6
CCCCN(c1ccccc1)c1ncnc2nc[nH]c12	·	-5	1	-16	6	-10	0.8	-2	14	10
Cc1cc(-n2c(C)cc(C(=O)COc3ccc(F)c(F)c3)c2C)no1	·	-11	-3	-9	1	9	-0.4	60	6	-9
CNc1ncc(C(=O)c2ccccc2)s1	20	-6	-3	-3	-3	1	-0.5	·	6	-1
CC1CCCN(c2ncnc3c2cnn3-c2ccccc2)C1 (configuration not stated)	-3	-11	11	-27	6	14	-8.1	-40	-2	-14
N#Cc1c2n(c3c(=O)n(Cc4ccccc4Cl)cnc13)CCCC2	·	-18	-6	-17	0	9	-0.3	11	14	-9
NC(=O)CC(NC(=O)c1ccccc1)c1ccc(N2CCN(c3ccccc3)CC2)c([N+](=O)[O-])c1 (configuration not stated)	-5	0	7	-9	7	-7	-0.8	-9	-2	7
CCOc1ccc(NC(=O)Nc2cc(C)on2)cc1	·	0	14*	-12	0	24	-0.7	·	-2	-24
Cc1ccc(S(=O)(=O)N(C)CC(=O)NCCCn2nc(C)cc2C)cc1	2	-2	-6	-11	1	4	-0.4	-11	-5	-4
COc1ccccc1N1CCN(S(=O)(=O)c2cccc(F)c2)CC1	-3	-6	3	-5	4	-10	2.0	·	12	10
